High-throughput results: PubChem, National Center for Advancing Translational Sciences (NCATS)
EPAC2 agonist = EPAC2 (human) agonism; Q8WZA2; EPAC2 activation, biochemical qHTS; response scale: 100% = 6.5 mM cAMP response; Potency, µM (highest dose often 154 µM), without a hit: at the top dose activation, actives largely listed as activators; 360,000 compounds, 0.079% hits; note: nearly all actives have a fitted effect of over 50% in size
Target sequence (Q8WZA2 whole entry, looked up): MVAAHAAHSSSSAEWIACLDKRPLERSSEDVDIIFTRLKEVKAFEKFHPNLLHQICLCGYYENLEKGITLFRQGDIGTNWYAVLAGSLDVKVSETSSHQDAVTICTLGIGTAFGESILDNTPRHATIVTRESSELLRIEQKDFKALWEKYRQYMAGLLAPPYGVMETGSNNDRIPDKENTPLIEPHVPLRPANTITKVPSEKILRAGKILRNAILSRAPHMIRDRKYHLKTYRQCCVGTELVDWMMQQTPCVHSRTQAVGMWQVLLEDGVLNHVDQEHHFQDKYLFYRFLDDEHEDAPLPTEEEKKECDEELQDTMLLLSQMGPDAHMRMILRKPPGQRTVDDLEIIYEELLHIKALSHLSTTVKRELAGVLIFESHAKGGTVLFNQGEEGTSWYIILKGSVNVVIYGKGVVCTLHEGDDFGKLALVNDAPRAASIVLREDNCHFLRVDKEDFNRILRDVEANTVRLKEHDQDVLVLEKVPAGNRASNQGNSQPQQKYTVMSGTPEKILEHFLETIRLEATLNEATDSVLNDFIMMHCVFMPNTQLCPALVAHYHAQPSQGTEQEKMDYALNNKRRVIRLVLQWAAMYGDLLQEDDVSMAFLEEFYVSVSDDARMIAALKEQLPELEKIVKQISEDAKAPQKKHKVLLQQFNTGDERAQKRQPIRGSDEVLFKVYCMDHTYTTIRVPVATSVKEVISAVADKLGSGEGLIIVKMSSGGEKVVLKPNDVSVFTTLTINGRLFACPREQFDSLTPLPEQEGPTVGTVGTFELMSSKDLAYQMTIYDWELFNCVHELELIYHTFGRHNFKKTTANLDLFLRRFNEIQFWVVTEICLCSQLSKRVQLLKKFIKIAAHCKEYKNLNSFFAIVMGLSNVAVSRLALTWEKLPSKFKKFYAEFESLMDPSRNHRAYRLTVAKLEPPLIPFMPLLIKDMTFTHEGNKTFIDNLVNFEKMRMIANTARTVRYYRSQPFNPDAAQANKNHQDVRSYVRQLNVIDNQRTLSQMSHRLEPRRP
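qHTS, titration series. 100 nM EPAC2 / 250 nM Rap1B-BODIPY-GDP / 50 uM GDP; RT; ex 480/em 540 nm, 5-min reads to 30 min. Norm. to 6.5 mM cAMP = activation.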
FUS suppressor = rescues growth of FUS-expressing yeast. Potency, µM (series often up to 76.6 µM), inactives show at the top dose growth rescue (activation), hits mostly activators. 390,000 compounds, 0.24% hits. S. cerevisiae FUS-expressing, growth rescue, OD600, 24 h;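 note: plate controls were DMSO vehicle for no effect and reference control for full effect; nearly all actives have a fitted effect of over 55% in size; some results filed as inactive show a strong effect at the top dose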
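Compound concentration series was pinned onto galactose-induced FUS-expressing yeast seeded at OD 0.005. Plates sat 24hr at 30C; absorbance at 600 nm gave growth. DMSO served as background control.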
aSyn yeast inh = alpha-synuclein toxicity inhibition in yeast | Yeast expressing alpha-synuclein, growth rescue, BacTiter-Glo, 24 h | Potency, µM (series often up to 46.1 µM), for the others: at the highest dose growth rescue (activation), hits mostly activators | 370,000 compounds, 0.14% hits | AID 652106; note: % of control where 0% means no effect; nearly all actives have a fitted effect of over 65% in size
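Readout is rescue of growth in alpha-synuclein-expressing yeast, so inhibitors of toxicity appear as activators. Growth after 24 hr at 30 deg C in galactose medium is quantified by luminescence.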
PTHR1 agonist = PTHR1 (human) receptor agonism | Potency, µM (titrated, usually from 115 µM), for the others: top-dose activation, hits mostly activators | Q03431 | 410,000 compounds, 0.075% hits | HEK293 GP2 PTHR1 cells, GloSensor cAMP luminescence, 1 h; note: nearly all actives have a fitted effect of over 55% in size; some results filed as inactive show a strong effect at the top dose; inactives centre near -15; many of its hits are not listed in these tables
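HEK-293-derived GP2 cells expressing PTHR1 and a GloSensor cAMP reporter, 3,000/well, plated overnight, given luciferin plus IBMX (each 0.5 mM as added) for 1 h at 37 °C, then compound for 1 h at 37 °C. Luminescence was read after 15 min at room temperature.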
EPAC1 antagonist = blocks human EPAC1 exchange factor | O95398 | EPAC1 GEF assay, Rap1b-BODIPY-GDP exchange fluorescence | Potency, µM (highest dose often 115 µM), for inactives: at the highest dose activity change, negative = inhibition, actives largely listed as inhibitors | 360,000 compounds, 0.14% hits | AID 720709;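 note: plate controls were vehicle for no effect and positive control for full effect; nearly all actives have a fitted effect of over 50% in size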
EPAC2 antagonist = blocks human EPAC2 exchange factor; Q8WZA2; EPAC2 GEF exchange of Rap1B-BODIPY-GDP, fluorescence; Potency, µM (titrated, usually from 114 µM), inactives show top-dose activity, negative = inhibition, most hits filed as inhibitors; 360,000 compounds, 0.18% hits; AID 720708; note: % is set by controls: 0 for no effect and ±100 for the full control effect; nearly all actives have a fitted effect of over 45% in size; many of its hits are not listed in these tables
TDP43 rescue = TDP-43 toxicity inhibition in yeast; Potency, µM (top dose mostly 46.1 µM), for the others: at the highest dose growth rescue (activation), most hits filed as activators; TDP-43 expressing yeast growth rescue, BacTiter-Glo, 24 h; 410,000 compounds, 1.8% hits; note: % of control where 0% means no effect; nearly all actives have a fitted effect of over 50% in size
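Yeast cells expressing TDP-43 under galactose induction are exposed to compounds for 24 hr at 30 deg C. BacTiter-Glo luminescence measures growth, so protective compounds score as activators.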
EPAC1 ag = EPAC1 (human) agonism; O95398; EPAC1 agonist qHTS, biochemical assay; response scale: 100% = response to 6.5 mM cAMP; Potency, µM (highest dose often 154 µM), without a hit: top-dose activation, actives largely listed as activators; 360,000 compounds, 0.073% hits; note: nearly all actives have a fitted effect of over 60% in size
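Read-out is the fluorescence drop as BODIPY-GDP leaves Rap1B (480 nm excitation, 540 nm emission), recorded every 5 minutes over 30 minutes. Reactions held 100 nM EPAC1, 250 nM Rap1B–BODIPY-GDP and 50 uM GDP, with 6.5 mM cAMP setting full activation.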
* = called active by the depositor; i = inactive; ? = inconclusive; . = not tested or not shown; [ ] = another dose, or the depositor's remark. Calls come from the whole dose curve; as a rule, active = well fitted curve in the direction sought with a large enough effect; inconclusive = small, poorly fitted or top-dose-only effect, or another doubt; inactive = no such curve, though single readings can be large; an effect the other way counts as inactive or inconclusive. Potency is the fitted concentration of half-maximal effect. An excerpt; the hit share may differ from the screen's.

Codes – A = EPAC2 agonist; B = FUS suppressor; C = aSyn yeast inh; D = PTHR1 agonist; E = EPAC1 antagonist; F = EPAC2 antagonist; G = TDP43 rescue; H = EPAC1 ag
SMILES: COc1ccc(NC(=O)CN(C)S(=O)(=O)c2ccc(C)cc2)c([N+](=O)[O-])c1
  A: 12% | B: . | C: -2% | D: i | E: -4% | F: 10% | G: 18% | H: 26%

SMILES: O=C(COC(=O)/C=C/c1cccc(C(F)(F)F)c1)NCc1ccc(F)cc1
  A: -11% | B: 20% | C: -6% | D: i | E: 1% | F: 11% | G: -13% | H: -8%

SMILES: N/C(=N\OC(=O)Cc1ccccc1)c1ccc(Br)cc1
  A: -6% | B: -8% | C: -16% | D: i | E: -5% | F: 4% | G: 27% | H: -12%

SMILES: COc1ccccc1OCC(=O)Nc1cccc(S(=O)(=O)NC2=NCCCCC2)c1
  A: 6% | B: 14% | C: 2% | D: i | E: -16% | F: 4% | G: 13% | H: ?

SMILES: CCC(=O)NCCc1nc2cc(NC(=O)COc3ccccc3)ccc2n1C
  A: -3% | B: -1% | C: 2% | D: i | E: 3% | F: 3% | G: -5% | H: 14%

SMILES: C[n+]1cn(Cc2cc(Cl)ccc2OC(F)F)c2ccccc21
  A: 7% | B: -14% | C: -3% | D: -6% | E: 3% | F: 4% | G: -5% | H: 11%

SMILES: NC(=O)c1c(NC(=O)C2CCCO2)sc2c1CCCCC2 (centres undefined)
  A: -2% | B: . | C: -6% | D: i | E: 10% | F: 6% | G: 12% | H: 3%

SMILES: COc1ccc(OC)c(C2NC(=S)NC3=C2N2CCC3CC2)c1 (centres undefined)
  A: 16% | B: 20% | C: -6% | D: ? | E: -23% | F: 5% | G: -28% | H: 2%

SMILES: O=C1c2ccccc2C(=O)N1CCCn1c(=O)oc2ccccc21
  A: -2% | B: 1% | C: -10% | D: i | E: 3% | F: 3% | G: -1% | H: 5%

SMILES: COc1ccc(OC)c(NC(=O)CS(=O)(=O)Cc2ccccc2)c1
  A: 4% | B: 37% | C: 1% | D: i | E: 5% | F: 18% | G: -6% | H: 0%

SMILES: O=C(O)CC(C(=O)OC1CCCCC1)N1CCOCC1 (centres undefined)
  A: 11% | B: -19% | C: -12% | D: -8%[57.5 µM] | E: -6% | F: -3% | G: -18% | H: 6%

SMILES: COc1ccccc1-n1c2c(cc(C(=O)N3CCC(C)CC3)c1=O)C(=O)CC(C)(C)C2
  A: 10% | B: 0% | C: -3% | D: -2% | E: -1% | F: 12% | G: 16% | H: 10%

SMILES: c1ccc2c(Nc3ccc4c(c3)OCCO4)c3c(nc2c1)CCC3
  A: 14% | B: -16% | C: -5% | D: -25% | E: -1% | F: 6%[57.1 µM] | G: -6% | H: 9%

SMILES: COc1ccccc1N1CC(C)(C)C(=O)N(C(=O)c2c(F)cccc2Cl)C1=S
  A: 17% | B: 23% | C: ? | D: -13% | E: 2% | F: -10% | G: -6% | H: 9%

SMILES: COc1cc(NC(=S)NNC(=O)CC(C)C)c(OC)cc1Cl
  A: 1% | B: -22% | C: -1% | D: i | E: 3% | F: 4% | G: 12% | H: -5%

SMILES: COc1cc2ccc(C(C)=O)c(O)c2cc1OC
  A: 5% | B: 1% | C: 11% | D: -21% | E: -2% | F: -3% | G: ? | H: 3%

SMILES: C/C(=N\NC(=O)c1c(C)nc2ccccn12)c1cccc([N+](=O)[O-])c1
  A: -7% | B: -7% | C: -4% | D: -28% | E: 7% | F: 15% | G: -16% | H: -8%

SMILES: O=C(O)c1cn(-c2ccc(N3CCCC3)c(F)c2)c2c(F)c(F)c(F)cc2c1=O
  A: -7% | B: 34% | C: -2% | D: -8% | E: -16% | F: 15% | G: -45%[inhibitor] | H: -6%

SMILES: Cc1ccc(Cc2nnc3n(-c4ccccc4)nc(C(=O)c4ccccc4)n3c2=O)cc1
  A: 3% | B: 14% | C: -3% | D: -26%[57.5 µM] | E: 12% | F: 11%[57.1 µM] | G: 2% | H: 1%

SMILES: Cc1ccc(NC2=NCC(Cc3ccc(Br)cc3)S2)cc1 (centres undefined)
  A: 10% | B: 4% | C: 3% | D: -16% | E: -12% | F: 1% | G: -7%[0.397 µM] | H: 8%

SMILES: CCOC(=O)[C@]12CCC=C1N(Cc1ccc3c(c1)OCO3)C(=O)[C@H](CC(=O)NCCCOC)C2
  A: -2% | B: 28% | C: 6% | D: 16% | E: -13% | F: -11% | G: 18% | H: -4%

SMILES: Cc1occc1C(=O)N(C)CC1CCCN(CCc2ccc(Cl)cc2)C1 (centres undefined)
  A: 7% | B: -32% | C: -2% | D: -5% | E: -2% | F: 2% | G: -4% | H: 14%

SMILES: Cc1c(Cl)cccc1NC(=S)N1CCN(C(=O)C2CCCO2)CC1 (centres undefined)
  A: 0% | B: -5% | C: 3% | D: i | E: -5% | F: 6% | G: 0% | H: 4%

SMILES: Cc1ccc(S(=O)(=O)N2CCCCC2)cc1C(=O)c1nccn1C
  A: -4% | B: 17% | C: -11% | D: i | E: 11% | F: 3% | G: -15% | H: 2%

SMILES: CCCCN(C(=O)Cn1nnc2ccccc21)C(C(=O)NCCOC)c1ccc(OC)cc1 (centres undefined)
  A: -15% | B: 17% | C: 5% | D: i | E: -13% | F: -3% | G: -6% | H: 0%

SMILES: Cc1ccc(S(=O)(=O)N2CCN(C(=O)Cn3cnc4c3c(=O)n(C)c(=O)n4C)CC2)cc1C
  A: 8% | B: 14% | C: -10% | D: -46%[inhibitor] | E: 8% | F: 2% | G: 11% | H: 12%

SMILES: Cc1cc(Nc2ccc(Cl)cc2)nc(-c2ccccc2O)n1
  A: 3% | B: -20% | C: -1% | D: -40%[inhibitor] | E: -25% | F: -7% | G: ? | H: -5%

SMILES: COCCNC(=O)c1ccc2c(c1)S(=O)(=O)c1cc(Cl)ccc1C2=O
  A: -1% | B: -13% | C: 1% | D: -42% | E: 2% | F: -10% | G: 8% | H: 1%

SMILES: O=C(NNC(=O)c1ccncc1)Nc1ccc(Br)cc1
  A: 3% | B: -21% | C: 5% | D: i | E: 3% | F: 2% | G: -7% | H: -2%

SMILES: Cc1cc(C)n2nc(SCCCC(=O)c3ccccc3)nc2n1
  A: -2% | B: 16% | C: -1% | D: 22% | E: -10% | F: 24% | G: -2% | H: 3%

In the list so far, these contain a COOH group.
Codes – A = EPAC2 agonist; B = FUS suppressor; C = aSyn yeast inh; D = PTHR1 agonist; E = EPAC1 antagonist; F = EPAC2 antagonist; G = TDP43 rescue; H = EPAC1 ag
SMILES: O=C(O)CC(C(=O)OC1CCCCC1)N1CCOCC1 (centres undefined)
  A: 11% | B: -19% | C: -12% | D: -8%[57.5 µM] | E: -6% | F: -3% | G: -18% | H: 6%

SMILES: O=C(O)c1cn(-c2ccc(N3CCCC3)c(F)c2)c2c(F)c(F)c(F)cc2c1=O
  A: -7% | B: 34% | C: -2% | D: -8% | E: -16% | F: 15% | G: -45%[inhibitor] | H: -6%

Carrying on:
Codes – A = EPAC2 agonist; B = FUS suppressor; C = aSyn yeast inh; D = PTHR1 agonist; E = EPAC1 antagonist; F = EPAC2 antagonist; G = TDP43 rescue; H = EPAC1 ag
SMILES: CCOC(=O)C1C(=O)NC(c2ccccc2)=NC1c1ccc(Br)cc1 (centres undefined)
  A: 1% | B: 0% | C: 0% | D: i | E: -16% | F: -3% | G: -2% | H: -4%

SMILES: Cc1ccc(OCC(=O)Nc2ccccc2C(=O)NC2CC2)cc1C
  A: 0% | B: 7% | C: ? | D: -9% | E: -4% | F: -7% | G: 18% | H: 11%

SMILES: Cc1nc2ccccc2c(=O)n1-c1ccc(F)c(NC(=O)c2cccs2)c1
  A: 6% | B: 8% | C: -3% | D: 1% | E: -25% | F: -2% | G: -20% | H: -3%

SMILES: CSCCC1NC(=O)N(C(C)C(=O)Nc2cc(Cl)cc(Cl)c2)C1=O (centres undefined)
  A: 11% | B: 16% | C: -1% | D: -17% | E: 5% | F: -6% | G: -10%[9.22 µM] | H: 9%

SMILES: O=c1c2cc(C(F)(F)F)ccc2sn1-c1ccccc1
  A: 5% | B: -4% | C: -63%[inhibitor] | D: -55%[inhibitor] | E: -6% | F: -13% | G: -89%[inhibitor] | H: 0%

SMILES: Cc1cc(C)n(Cc2ccccc2)c(=O)c1S(=O)(=O)c1ccccc1
  A: 14% | B: -6% | C: 0% | D: -32%[inhibitor][57.5 µM] | E: -6% | F: 2% | G: 19% | H: 0%

SMILES: C/C(N)=C(/C#N)C(=O)CSc1nnnn1-c1ccc(C)cc1C
  A: 2% | B: 24% | C: -14% | D: i | E: 10% | F: 5% | G: -9% | H: 0%

SMILES: CCOCCCNC(=O)/C(C#N)=C/c1ccccc1F
  A: -1% | B: -7% | C: -5% | D: -25% | E: 12% | F: 3% | G: -2% | H: 3%

SMILES: Cc1oc(-c2ccc(Cl)cc2)nc1CS(=O)CC(=O)NCCN1CCCC1 (centres undefined)
  A: 5% | B: -14% | C: 1% | D: -23% | E: -6% | F: 2% | G: -2% | H: 13%

SMILES: NC(=O)c1ccc(-c2ccccc2F)cc1
  A: 0% | B: 19% | C: 1% | D: i | E: -18% | F: 1% | G: ? | H: 0%

SMILES: O=C1C=C(NCCNc2c(F)c(F)c(CO)c(F)c2F)CCC1
  A: 7% | B: -10% | C: -12% | D: i | E: 18% | F: 0% | G: -4% | H: 6%

SMILES: COC(=O)c1cccc(C23CC4(C2)[C@H](CN(Cc2ccc(C(F)(F)F)cc2)[C@@H]4c2ccccc2)C3c2ccc(Cl)nc2)c1 (some centres undefined)
  A: 6% | B: ? | C: 6% | D: i | E: -3% | F: 17% | G: 20% | H: 1%

SMILES: O=C(NCc1cccc(C(F)(F)F)c1)C1C(=O)Nc2ccccc2C(=O)N1C1CCCC1 (centres undefined)
  A: 1% | B: 11% | C: 0% | D: i | E: -24% | F: -6% | G: 8% | H: -6%

SMILES: Cc1cc(Nc2cccc(F)c2)n2c(n1)nc1ccccc12
  A: -3% | B: -26% | C: -13% | D: i | E: 1% | F: 10% | G: -2% | H: 9%

SMILES: Cc1ccc(C2C(C(=O)c3ccco3)=C(O)C(=O)N2c2nnc(C)s2)cc1 (centres undefined)
  A: 2% | B: ? | C: 3% | D: -5%[57.5 µM] | E: 13% | F: 14% | G: 4% | H: 3%

Part of the list above, reduced to EPAC2 antagonist, EPAC2 agonist and TDP43 rescue:
molecule	EPAC2 antagonist	EPAC2 agonist	TDP43 rescue
C/C(N)=C(/C#N)C(=O)CSc1nnnn1-c1ccc(C)cc1C	5%	2%	-9%
CCOCCCNC(=O)/C(C#N)=C/c1ccccc1F	3%	-1%	-2%
Cc1oc(-c2ccc(Cl)cc2)nc1CS(=O)CC(=O)NCCN1CCCC1 (centres undefined)	2%	5%	-2%
